Assay outcomes: PubChem BioAssay, National Center for Advancing Translational Sciences (NCATS)
Pol beta inh – DNA polymerase beta (human) inhibition; P06746; Pol beta primer extension/strand displacement, fluorescence kinetic; Potency, µM (doses to about 114 µM), inactives show top-dose activity change, negative = inhibition, most hits filed as inhibitors; hit rate 1.3% among 340,000; AID 485314; further: potency means the concentration at half of the fitted maximal effect; on the % scale 0 is the no-effect control and ±100 the full control effect
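Preincubation: enzyme (10 nM) with compound, 15 min, RT. Reaction: substrate added to 50 nM final. Reads: 0 and 10 min. Analysis: normalized, Hill fit.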
POLH inh – inhibitors of human DNA polymerase eta; hit rate 1.2% among 390,000; recombinant Pol eta, fluorescent DNA replication assay; AID 588591; Potency, µM (highest dose often 114 µM), without a hit: at the top dose activity change, negative = inhibition, usual class: inhibitors; Q9Y253; further: potency means the concentration at half of the fitted maximal effect; on the % scale 0 is the no-effect control and ±100 the full control effect
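Fluorescent replication assay: 50 nM final substrate added after a 15 min room-temperature compound preincubation with 10 nM enzyme. Signal taken at 0 min and again at 10 min.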
Pol kappa inh – blocks human DNA polymerase kappa activity; hit rate 0.53% among 400,000; purified Pol kappa, fluorescent DNA synthesis assay, 10 min; Q9UBT6; Potency, µM (highest dose often 107 µM), for the others: at the highest dose activity, negative = inhibition, actives largely listed as inhibitors; further: potency means the concentration at half of the fitted maximal effect; on the % scale 0 is the no-effect control and ±100 the full control effect
Target sequence (Q9UBT6 whole entry, looked up): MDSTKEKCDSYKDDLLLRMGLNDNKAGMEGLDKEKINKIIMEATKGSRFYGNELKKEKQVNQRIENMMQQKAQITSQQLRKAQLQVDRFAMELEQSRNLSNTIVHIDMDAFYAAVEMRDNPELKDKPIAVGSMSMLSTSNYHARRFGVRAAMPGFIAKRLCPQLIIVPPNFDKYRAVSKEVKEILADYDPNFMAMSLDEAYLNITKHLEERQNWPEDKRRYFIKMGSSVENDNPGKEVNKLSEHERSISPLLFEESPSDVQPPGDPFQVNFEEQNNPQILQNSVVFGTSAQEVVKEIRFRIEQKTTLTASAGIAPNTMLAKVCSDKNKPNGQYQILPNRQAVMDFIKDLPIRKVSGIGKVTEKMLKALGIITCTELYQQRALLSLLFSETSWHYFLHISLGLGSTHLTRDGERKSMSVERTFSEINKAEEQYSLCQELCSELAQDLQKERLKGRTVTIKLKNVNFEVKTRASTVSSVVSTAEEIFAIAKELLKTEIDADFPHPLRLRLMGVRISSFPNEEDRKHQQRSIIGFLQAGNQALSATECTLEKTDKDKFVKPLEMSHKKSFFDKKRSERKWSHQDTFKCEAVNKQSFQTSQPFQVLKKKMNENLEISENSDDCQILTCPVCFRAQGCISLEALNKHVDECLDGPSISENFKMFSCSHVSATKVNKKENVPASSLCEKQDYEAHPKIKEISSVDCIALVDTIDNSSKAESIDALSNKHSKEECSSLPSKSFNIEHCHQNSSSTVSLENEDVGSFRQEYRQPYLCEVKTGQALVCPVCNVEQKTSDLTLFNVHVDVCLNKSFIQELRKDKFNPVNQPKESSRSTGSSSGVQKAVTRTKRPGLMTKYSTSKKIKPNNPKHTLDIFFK
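Here, compound and 10 nM enzyme are combined for 15 min at room temperature; adding 50 nM substrate (final) starts DNA synthesis, tracked by fluorescence at 0 and 10 min against buffer-only wells.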
BLM helicase inh – blocks DNA unwinding by human BLM helicase | AID 2528 | hit rate 0.2% among 350,000 | P54132 | recombinant BLM DNA unwinding, fluorescence dequenching | Potency, µM (series often up to 56.1 µM), without a hit: at the highest dose activity change, negative = inhibition, most hits filed as inhibitors;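 further: potency means the concentration at half of the fitted maximal effect; plate controls were vehicle for no effect and no enzyme for full effect; nearly all actives have a fitted effect of over 35% in size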
Anesthetic bind – candidate novel general anesthetic via apoferritin binding | AID 485281 | hit rate 0.074% among 350,000 | Potency, µM (series often up to 77.5 µM), for the others: at the top dose activity change, negative = displacement, hits mostly inhibitors | P02791 | apoferritin/1-aminoanthracene competitive binding, fluorescence; further: potency means the concentration at half of the fitted maximal effect; on the % scale 0 is the no-effect control and ±100 the full control effect; nearly all actives have a fitted effect of over 20% in size
Target sequence (P02791 2-175 limits assumed): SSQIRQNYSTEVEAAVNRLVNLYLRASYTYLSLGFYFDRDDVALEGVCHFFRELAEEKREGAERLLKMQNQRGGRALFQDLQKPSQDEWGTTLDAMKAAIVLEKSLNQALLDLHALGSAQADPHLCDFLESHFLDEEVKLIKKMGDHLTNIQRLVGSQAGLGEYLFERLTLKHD
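Read-out: endpoint 1-AMA fluorescence, excitation 380 nm and emission 535 nm, after compounds sit 10 min at room temperature with 10 uM horse-spleen apoferritin in 50% saturated 1-AMA/PBS. Values come from four-parameter Hill fits.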
Glioma ERSR ind – ER stress response induction in glioma; U87-MG GRP78 promoter luciferase reporter, 16 h; Potency, µM, inactives show top-dose activation, usual class: activators; hit rate 0.02% among 420,000; AID 602332; further: potency means the concentration at half of the fitted maximal effect; series mostly up to about 76 µM; % of control where 0% means no effect; nearly all actives have a fitted effect of over 35% in size
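ERSR induction read as luciferase luminescence (Bright-Glo, 10 min at room temperature) in stably transfected human U87-MG glioma cells exposed to compounds for 16 h, using GRP78 as sensor.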
Pol iota inh – inhibitors of human DNA polymerase iota; Q9UNA4; Pol iota fluorescent replication assay, 10 min; Potency, µM (titrated, usually from 115 µM), without a hit: at the highest dose activity, negative = inhibition, actives largely listed as inhibitors; hit rate 1% among 390,000; AID 588590; further: potency means the concentration at half of the fitted maximal effect
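Fluorescent replication assay read twice, at 0 min and 10 min after adding 50 nM (final) substrate. Enzyme (10 nM) and compounds were first incubated 15 min at room temperature; enzyme-free buffer wells were negative controls.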
LDHA block – blocks human lactate dehydrogenase A; P00338; purified LDHA, NADH/diaphorase-resazurin fluorescence; stronger effect = lower value; activity change, % (values are at about 110 or 230 µM); hit rate 0.15% among 480,000; AID 1347041; in the data active means activity change below about -30%; inconclusive means mostly about -25% to -30%;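 further: plate controls were DMSO wells for no effect and wells without enzyme for full effect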
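Remaining NADH was detected by diaphorase (0.133 mg/mL) converting 37 µM resazurin to fluorescent resorufin, read at 0 and 20 minutes. The preceding 5-minute room-temperature reaction used 2 nM LDHA, 0.2 mM sodium pyruvate and 0.06 mM NADH at pH 7.4.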
APE1 inh – APE1 (human) endonuclease inhibition. P27695. recombinant APE1, TAMRA/BHQ-2 abasic DNA cleavage fluorescence. Potency, µM (highest dose often 65.8 µM), for inactives: at the top dose activity change, negative = inhibition, hits mostly inhibitors. hit rate 0.35% among 350,000. AID 2517;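 further: potency means the concentration at half of the fitted maximal effect; plate controls were vehicle for no effect and reference inhibitor for full effect; nearly all actives have a fitted effect of over 55% in size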
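Endonuclease cleavage of a quenched abasic-site DNA duplex (50 nM) by APE1 (0.75 nM) was tracked by TAMRA dequenching. Compounds were preincubated with enzyme 15 min at room temperature; data normalized to buffer-only and DMSO wells plus NSC13755 control.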
* marks the source's active call; other numbers are inactive results; ? = inconclusive; · = not tested or not shown; & = joins results of further samples; [ ] = remark or other dose. Unless noted, the call rests on the fitted dose curve; in most records, active means well fitted curve in the direction sought with a large enough effect; inconclusive means small, poorly fitted or top-dose-only effect, or another doubt; inactive means no such curve, though single readings can be large; an effect the other way counts as inactive or inconclusive.

SMILES | Pol beta inh | POLH inh | Pol kappa inh | BLM helicase inh | Anesthetic bind | Glioma ERSR ind | Pol iota inh | LDHA block | APE1 inh
Cc1ccc(N2CC(NC(=O)C3CC3)CC2=O)cc1C (stereo unspecified) | -2% | -18% | -3%[60.1 µM] | 1% | -6% | -2% | 38%[activator] | -15 | ·
COc1ccc(NC(=O)CSCc2cnn(-c3ccccc3)c2-n2cccc2)cc1 | -8% | -13% | 4% | -2% | -4% | -2% | 3% | 4 | ·
Cn1c(SCC(=O)N(C2CCCCC2)C2CCCCC2)nnc1-c1cccs1 | ? | -13% | -9% | -5% | -1% | -3% | 1% | 1 | 4%
COc1ccc(-c2nc(CS(=O)CC(=O)NCc3ccc4c(c3)OCO4)c(C)o2)cc1OC (stereo unspecified) | 7% | -4% | -8% | 4% | -13% | -1% | 0% | 3 | -4%
COc1cc(/C=C2/C(=O)NN(c3ccc(F)cc3)C2=O)cc(Cl)c1O | 24% | -4% | -38% | 1% | 2% | -1% | ? | 5 | -13%
COc1ccc(CNC(=O)Cc2c(C(=O)O)[nH]c3ccccc23)cc1 | 5% | -7% | 8%[60.1 µM] | -2% | -6% | 0% | 6% | -8 | 25%
CNC(=S)Nc1ccc(OC)c(OC)c1 | -5% | -5% | -3% | 1% | -3% | -6% | 14% | -7 | 2%
O=C(O)CCC(=O)OCCc1cc2ccccc2c(=O)o1 | · | -2% | 2% | · | · | -4% | -12% | -9 | 5%
CN1CCC(=O)N(C(CSc2ccc(Br)cc2)Cc2ccccc2)CC1 (stereo unspecified) | · | · | -11% | -12% | -6% | -2% | -16% | · | 8%
Cn1c(Cn2c(C(F)(F)F)nc3ccccc32)nc2ccccc21 | 1% | -8% | -4% | 3% | -5% | 2% | 5% | -2 | 0%
COc1ccc(NC(=O)[C@H](C)NC(=O)C2CCN(S(=O)(=O)c3ccc(C)cc3)CC2)cc1OC | ? | 6% | -10% | -3% | 2% | 1% | 2% | 0 | -9%
CCOC(=O)COc1nc(N(C)C)nc(N(C)C)n1 | 1% | -14% | -6% | 0% | -6% | -4% | 14% | -4 | 1%
CCN(CC)CCNC(=O)c1cc(Nc2ccc(OC)c(OC)c2)nc2ccccc12 | 29% | -16% | -13% | -12% | -15% | 2% | 14% | -12 | -10%
NC(=O)c1ccc(SCC(=O)NC2CCCCC2)c([N+](=O)[O-])c1 | 24% | -1% | -23% | -2% | -8% | -1% | 10% | -4 | ?
CC(C)(C)CNC(=O)c1cccc2c1C(=O)c1ccc(N3CCCC3)cc1S2(=O)=O | · | -8% | -4% | · | · | -5% | -24% | -12 | -15%
CCOc1ccc(NS(=O)(=O)c2ccc(-c3cc(C)no3)s2)cc1 | 27% | -4% | 21% | -5% | -11% | -3% | -11% | -4&-6 | ·
CCCSc1nc(=O)n2cc(C)ccc2n1 | -21% | -12% | -4% | 2% | -10% | 6% | 19% | -6 | 1%
COc1ccc(NC(=O)CNC(=O)c2cccs2)cc1Cl | -17% | 26% | -6% | 0% | -5% | 0% | 31%[activator] | -6 | 1%
Cc1cc(C)c(NC2=CC(=O)CC(C)(C)C2)c(C#N)c1 | 2% | -3% | 4% | -1% | -11% | -4% | ? | 8 | 19%
CC(=O)N1CCc2c(sc3c2c(=O)n(Cc2ccccc2)c(=O)n3Cc2cccc(Cl)c2)C1 | 19% | -18% | 11% | -14% | -10% | 0% | 22% | 0 | ·
COc1ccc(OCc2nnc(SCC(=O)Nc3cccc(C(C)=O)c3)o2)cc1 | · | -9% | 14% | · | · | -4% | 20% | 2 | -16%
Cc1c(CCNC=O)cc(C)c2c3c(oc12)CCCC3 | · | -17% | -14% | · | · | 5% | 20% | 1 | ·
CCC(C)NC(C(=O)Nc1ccc(Cl)c([N+](=O)[O-])c1)c1ccccc1 (stereo unspecified) | 9% | -12% | -16% | 2% | 4% | -2% | 11% | -17 | -4%
COc1cccc(C(=O)N2CCN(CCc3ccncc3)CC2)c1 | -10% | ? | 5% | 0% | 28% | -1% | 17% | 0 | ·
Cc1cccc(C)c1NC(=O)CN(C)C(=O)c1cccc(NS(=O)(=O)c2ccccc2)c1 | · | 1% | -5% | · | · | -1% | ? | -3 | 21%
Cc1ncc(CN2CCN(C3CCCC3)C(CCO)C2)s1 (stereo unspecified) | -13% | -9% | 4% | -5% | -3% | -1% | 28% | -2 | 3%
COc1cccc(OC)c1NC(=O)CN(C)S(=O)(=O)c1ccc2c(c1)OCCO2 | 2% | -19% | -3% | 1% | -1% | -7% | 39%[activator] | -3 | 19%
Cc1cc(C)nc(/N=C(\N)Nc2ccc(F)c([N+](=O)[O-])c2)n1 | 37% | 4% | -7% | 0% | -5% | -4% | 6% | -3 | 30%[activator]
COc1ccc(-c2oc3cc(OC)c(O)c(OC)c3c(=O)c2OC)cc1O | ? | ? | -3% | -6% | -23% | -2% | -18% | 2 | -5%
CCOC(=O)c1c(C)n(-c2ccccc2)c2ccc(O)c(CN(C)C)c12 | -21% | -4% | -11% | 35%[activator] | -2% | -6% | 74%[activator] | -10 | 14%
CC(C)CNC(=O)C(=O)NCC1OCCCN1S(=O)(=O)c1cccs1 (stereo unspecified) | 19% | 0% | -8% | 1% | -8% | -5% | 9% | -7 | 5%
CCCn1c2ccccc2c2nnc(SCCN3CCOCC3)nc21 | ? | -16% | -1% | 0% | -13% | -2% | 60%[activator] | -5 | 9%
CCC(C(=O)OCC(=O)Nc1cccc(S(=O)(=O)NC2=NCCCCC2)c1)c1ccccc1 (stereo unspecified) | 0% | · | · | -8% | -23% | · | · | · | 8%
Cc1ccc(OC(C)C(=O)N2CCN(CCc3ccncc3)CC2)cc1C (stereo unspecified) | 1% | -6% | -24% | -7% | -4% | -3% | -12% | -10 | ·
N#CC(C#N)=C1C=C2C=C(N3CCCCC3)CCC2CC1 (stereo unspecified) | 50µM* | 79µM* | -7% | -21% | 8% | -4% | ? | 0 | 9%
CCCCOc1ccc(CC(=O)NOC)cc1 | · | · | -5% | · | · | -1% | 20% | -2 | ·
Cc1ccc(-n2nc(CO)c(C(=O)NCCCc3ccccc3)n2)cc1 | 5% | -20% | -14% | 0% | ? | -5% | 35%[activator] | -2 | ·
C=CCn1c(NC(=O)c2ccccc2Cl)c(C#N)c2nc3ccccc3nc21 | -2% | 32µM* | -23% | 1µM* | -8% | -4% | ? | 31 | -5%
COc1ccc(NC(=O)c2oc3ccccc3c2NC(=O)Cc2cccs2)cc1 | 21% | -18% | -3% | -3% | 40%[activator] | -1% | 17% | 1 | ·
CCOCC(=O)Nc1nc2ccc(C)cc2s1 | -2% | -11% | -18% | -8% | -5% | -7% | -6% | -3 | 11%

BLM helicase inh: what is marked active above
canonical_smiles,POLH inh,Pol kappa inh,BLM helicase inh,Anesthetic bind,Glioma ERSR ind,Pol iota inh,LDHA block
C=CCn1c(NC(=O)c2ccccc2Cl)c(C#N)c2nc3ccccc3nc21,32µM*,-23%,1µM*,-8%,-4%,?,31

Other results follow.
SMILES | Pol beta inh | POLH inh | Pol kappa inh | BLM helicase inh | Anesthetic bind | Glioma ERSR ind | Pol iota inh | LDHA block | APE1 inh
CC(C)c1cc(C(=O)N/N=C/C=C/c2ccccc2)n[nH]1 | 1% | 0% | 0%[60.1 µM] | 5% | -6% | -2% | 27% | -1 | 3%
Cn1nnnc1SCC(=O)Nc1nc(-c2ccccc2)c(-c2ccccc2)o1 | -29% | -3% | -1% | -3% | -17% | 3% | 8% | -6 | 0%
CCc1nnc(N/N=C\c2ccc(OC(C)=O)c(OC)c2)n1N | -3% | 1% | -31% | 2% | 1% | -13% | 2µM* | 14 | 9%
COc1cc(OC)c(OC)cc1CN1CCc2nc(N3CCN(C)CC3)ncc2C1 | 5% | 6% | -13%[60.1 µM] | 0% | -1% | -1% | 1% | 6 | ·
Cc1ccc(C)c(NC(=O)/C(C#N)=C/c2ccc[nH]2)c1 | 39% | -21% | -10% | -1% | -17% | 6% | 18% | -2 | 14%
O=C1c2ccccc2C(=O)C1c1ccc(Cl)cc1 | 2% | -8% | -9% | -2%&1% | ? | 3%&-3% | -14% | 2 | 24%
Cc1cc(C)c2c(N)c(C(=O)N3CCCCCC3)sc2n1 | 5% | -15% | 2% | -5% | -23% | 0% | 18% | -4 | 13%
CCOC(=O)c1c(NC(=O)c2ccc(S(=O)(=O)N(CC(C)C)CC(C)C)cc2)sc2c1CCN(C(=O)OCC)C2 | 10% | -12% | 0%[60.1 µM] | -2% | -5% | -2% | 28% | -1 | ·
Cn1c(SCC(=O)N2CCCC2)nnc1-c1cnccn1 | -26% | -4% | 3% | 0% | -3% | -2% | ? | 1 | -1%
COc1ccc(N/C=C/C(=O)c2ccc(C)cc2)c([N+](=O)[O-])c1 | · | -25% | -3% | · | · | 3% | 13% | 2 | ·
COc1ccc(N2CCN(C(=O)COc3ccc4c(C)cc(=O)oc4c3C)CC2)cc1 | 44% | -18% | 6% | -2% | -4% | -5% | 21% | -1 | 34%
COc1ccc(-c2noc(N3CCC(C(=O)N(C)c4cc(Cl)ccc4OC)CC3)n2)cc1 | 19% | -19% | -14% | -5% | -9% | -4% | 3% | 3 | ·
COc1ccc(NC(=O)CN2C(=O)NC3(CCCCC3C)C2=O)cc1S(=O)(=O)N1CCOCC1 (stereo unspecified) | · | -20% | 1% | · | · | -7% | 36%[activator] | -6 | -2%
COc1cc(OC)cc(C(=O)NCC(=O)OCc2cc(=O)oc3cc(OC)ccc23)c1 | 16% | ? | 1% | 1% | 3% | -6% | 30% | -9 | 2%
Cc1nnc(SCc2cccc3ccccc23)s1 | -1% | -10% | 2% | -7% | -9% | 3% | ? | -8 | -3%
COc1ccc(CNC(=O)c2sc3nc4c(c(C(F)(F)F)c3c2N)CCC4)cc1 | -1% | · | · | -8% | -13% | · | · | · | -9%

The list is partial, so the mix of outcomes need not match the whole.
